Assay outcomes deposited in PubChem BioAssay by The Scripps Research Institute Molecular Screening Center.
LYPLA2 inh – LYPLA2 (human) inhibition in PME1 counter-screen. O95372. recombinant LYPLA2, FP-Rh probe fluorescence polarization. inhibition, % at 5.9 µM. actives 0.38% (n = 320,000). AID 2177;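 active = inhibition above the screen-wide mean plus 3 SD, limit set per campaign, cut at about 26% in these data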;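 also: 0% = LYPLA2 with DMSO and 100% = wells lacking LYPLA2 enzyme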
Target sequence (O95372 whole entry, looked up): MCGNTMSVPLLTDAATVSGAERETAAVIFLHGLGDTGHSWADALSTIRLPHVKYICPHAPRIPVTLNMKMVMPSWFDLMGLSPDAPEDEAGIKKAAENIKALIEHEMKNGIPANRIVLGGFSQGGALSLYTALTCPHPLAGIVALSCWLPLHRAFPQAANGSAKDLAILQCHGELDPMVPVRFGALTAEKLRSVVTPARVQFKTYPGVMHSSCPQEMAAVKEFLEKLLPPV
LYPLA1 inh – blocks human lysophospholipase 1, a PME1 counter-screen; actives 0.16% (n = 320,000); recombinant LYPLA1, FP-Rh probe fluorescence polarization; AID 2174; inhibition, % at 5.9 µM;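 active = inhibition above the mean of all tested compounds plus 3 SD, set per campaign, cut at about 14% in these data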;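 also: inhibitors block serine hydrolase probe labeling of LYPLA1 so polarization falls; 0% = enzyme with DMSO and 100% = wells lacking LYPLA1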
Target sequence (O75608 whole entry, looked up): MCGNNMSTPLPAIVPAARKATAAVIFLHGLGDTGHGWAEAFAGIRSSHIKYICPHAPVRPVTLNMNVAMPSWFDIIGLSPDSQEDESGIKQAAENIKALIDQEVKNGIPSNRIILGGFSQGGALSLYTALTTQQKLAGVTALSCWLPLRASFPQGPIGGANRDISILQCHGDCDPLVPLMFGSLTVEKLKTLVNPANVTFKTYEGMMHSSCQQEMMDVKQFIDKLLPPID
PREPL inh – human PREPL enzyme inhibition; Q4J6C6; recombinant PREPL, fluorescence polarization activity-based probe; inhibition, % at 5.96 µM; actives 0.68% (n = 320,000); in the data active = inhibition above about 43%;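 also: 0% = enzyme with DMSO and 100% = wells lacking enzyme; many of its hits are not listed in these tables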
pPAFAH inh – inhibitors of human plasma PAF acetylhydrolase (pPAFAH) | inhibition, % at 3.39 µM | actives 1.5% (n = 330,000) | Q13093 | recombinant pPAFAH, FP-rhodamine probe fluorescence polarization;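 active = inhibition above the mean inhibition across the screen plus 3 SD, cut at about 25% in these data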;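 also: inhibitors block binding of the rhodamine activity-based probe so polarization drops; 0% = enzyme with DMSO and 100% = wells lacking pPAFAH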
PAFAH1B3 FP inh – PAFAH1B3 (human) inhibition; Q15102; recombinant PAFAH1B3, FP-rhodamine probe, fluorescence polarization; inhibition, % at 3.39 µM; actives 0.28% (n = 340,000);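 active = inhibition above the screen-wide average of all tested compounds plus 3 SD, cut at about 25% in these data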;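 also: 0% = enzyme with DMSO only and 100% = wells lacking PAFAH1B3 protein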
Target sequence (Q15102 whole entry, looked up): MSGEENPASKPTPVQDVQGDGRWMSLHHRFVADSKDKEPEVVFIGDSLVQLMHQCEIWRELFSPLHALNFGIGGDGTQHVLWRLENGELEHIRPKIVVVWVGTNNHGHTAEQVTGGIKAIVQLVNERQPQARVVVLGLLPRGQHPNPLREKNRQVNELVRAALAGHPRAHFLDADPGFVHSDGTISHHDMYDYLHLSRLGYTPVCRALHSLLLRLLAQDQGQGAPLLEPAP
PME-1 primary – PME-1 (human) inhibition; Q9Y570; recombinant PME-1, FP-Rh probe fluorescence polarization; inhibition, % at 5.9 µM; actives 0.53% (n = 320,000); AID 2130;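 active = inhibition above the campaign mean of all compounds plus 3 SD, cut at about 26% in these data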;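 also: competitive labeling of PME-1 active site by serine hydrolase directed probe; 0% = PME-1 with DMSO and 100% = wells lacking PME-1 enzyme; inhibitors block probe labeling so polarization falls and inhibition rises; many of its hits are not listed in these tables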
PAFAH1B2 inh – PAFAH1B2 (human) inhibition; recombinant PAFAH1B2, FP-rhodamine activity probe, fluorescence polarization; inhibition, % at 3.39 µM; actives 1.2% (n = 340,000); AID 492953;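 active = inhibition above the mean of all tested compounds plus 3 SD, cut at about 24% in these data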;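 also: 0% = enzyme with DMSO and 100% = wells lacking PAFAH1B2; many of its hits are not listed in these tables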
PAD4 FP inh – PAD4 (human) enzyme inhibition; recombinant PAD4, RCA probe fluorescence polarization; inhibition, % at 6.36 µM; AID 485272; actives 0.41% (n = 330,000);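 active = percent inhibition above a cutoff equal to the mean of all tested compounds plus 3 SD, cut at about 15% in these data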;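 also: 0% = PAD4 with RCA probe and DMSO and 100% = probe without PAD4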
GSTO1 inh – counter-screen for RBBP9 inhibitors: inhibitors of human GSTO1. recombinant GSTO1, activity-based probe fluorescence polarization. actives 1.1% (n = 300,000). inhibition, % at 5.96 µM. AID 1974. P78417;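 active = inhibition above the campaign mean inhibition plus 3 SD, cut at about 35% in these data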;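 also: 0% = GSTO1-1 with DMSO and 100% = wells lacking GSTO1-1 enzyme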
Target sequence (P78417 whole entry, looked up): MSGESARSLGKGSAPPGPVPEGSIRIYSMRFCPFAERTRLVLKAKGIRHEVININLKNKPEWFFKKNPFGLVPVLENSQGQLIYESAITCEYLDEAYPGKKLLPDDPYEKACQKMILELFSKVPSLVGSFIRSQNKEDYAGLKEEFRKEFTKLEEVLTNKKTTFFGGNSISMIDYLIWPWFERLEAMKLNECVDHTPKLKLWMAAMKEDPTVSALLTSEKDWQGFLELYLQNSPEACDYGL
Numbers without * were called inactive; x = not tested or not shown.

SMILES	LYPLA2 inh	LYPLA1 inh	PREPL inh	pPAFAH inh	PAFAH1B3 FP inh	PME-1 primary	PAFAH1B2 inh	PAD4 FP inh	GSTO1 inh
COc1ccc(NC(=O)C(Cc2cc(C)cc(C)c2)C(C)C(=O)O)cc1 (configuration not stated)	-1	-4	5	-6	-6	-1	-1	-4	4
COc1cc2c(cc1OC)C(C(=O)Nc1cc(OC)c(OC)c(OC)c1)C(c1cccnc1)N(C)C2=O (configuration not stated)	2	3	13	12	-5	-1	3	0	-4
Cc1ccc(SCC(=O)Nc2cccnc2)cc1	12	1	-2	3	8	5	11	0	3
O=C(/C=C/c1ccc([N+](=O)[O-])o1)NNC(=O)c1ccc(F)cc1	0	0	-3	9	2	1	2	-3	3
COc1ccc(-c2nnc(-c3ccc(N(C)C)cc3)o2)cc1	3	0	22	-6	-6	1	2	2	-7
O=C(NCC(=O)N1CCN(S(=O)(=O)/C=C/c2ccccc2)CC1)c1ccccc1F	-4	-4	-12	0	7	0	-1	-8	1
CCCn1c(C2CC(=O)N(c3cc(OC)ccc3OC)C2)nc2ccccc21 (configuration not stated)	3	1	9	9	-3	7	2	-5	2
C=CCn1c(SCC(=O)N(CC)CC)nc(O)cc1=O	0	4	-2	2	-2	2	0	6	8
COc1ccc(CC(=O)N2CCN(c3cccc(C)c3C)CC2)cc1	1	0	-4	5	-1	-2	0	3	6
COCC(=O)N(C)C1(c2nnnn2CCOC(=O)Nc2cccc3ccccc23)CCCC1	4	1	23	3	12	-4	2	4	3
CCOC(=O)c1[nH]c(C(=O)O)c(CCC(=O)OC)c1C	4	0	2	5	3	-7	-2	1	-3
COc1ccc(-n2c(COc3cccc4cccnc34)nnc2SCC(=O)O)cc1	5	-1	1	5	4	-3	4	-1	-1
C/C(CC(=O)NC12CC3CC(CC(C3)C1)C2)=N\NC(=O)c1ccc(F)cc1	0	1	-5	3	9	-5	7	2	2
CC(C)(C)C1CCc2c(C(=O)NNC(=O)/C=C/C(=O)O)csc2C1 (configuration not stated)	-6	0	-3	6	3	-2	12	3	-4
COc1cccc(N2CCN(C(=S)Nc3ccc(F)cc3)CC2)c1	3	7	6	0	12	7	11	-1	1
CCNc1nc(NC(C)C)nc(Oc2ccc(OCCOc3ccccc3)nn2)n1	1	-1	-9	2	5	-5	1	1	2
Cc1ccc(OCC(=O)Nn2cnnc2)c(Br)c1	2	0	-1	1	-2	3	4	-8	7
CCCn1nc(C(=O)Nc2cccc(S(=O)(=O)N(C)c3ccccc3)c2)c2ccccc2c1=O	x	x	-2	-3	-7	x	-9	-2	x
COC(=O)c1sc(N2C(=O)C(O)=C(C(=O)c3ccc(C)o3)C2c2cc(OC)ccc2OC)nc1C (configuration not stated)	4	0	-3	0	-3	1	1	-11	-1
COc1ccc(N(CC(C)C)S(=O)(=O)c2nnc(NC(=O)c3ccco3)s2)cc1	-6	-1	2	0	0	7	-4	-3	-33
O=c1[nH]cnc(O)c1N=Nc1ccccc1	-7	-4	-13	-2	3	-5	4	-2	-3
CC1CCCN(C(=S)Nc2ccc(Nc3ccccc3)cc2)C1 (configuration not stated)	-6	-4	25	2	x	7	x	-1	2
O=C(CCN1CCOCC1)c1ccccc1	4	0	9	3	10	1	-3	-2	1
O=C(NCCC1=CCCCC1)C1CCN(C(=O)c2ccc(Cl)cc2)CC1	16	5	10	3	9	-5	4	0	-3
O=C1c2ccccc2NC(c2ccc(O)cc2)N1c1ccccc1 (configuration not stated)	2	2	-3	4	-2	0	4	-2	-5
O=S(=O)(c1ccccc1)c1nc(-c2ccco2)oc1N1CCCCC1	4	2	18	2	8	5	8	-10	11
Cc1ccc(CN2CCSc3ccc(C(=O)N4CCN(c5ncccn5)CC4)cc32)cc1	5	1	31	3	8	11	-5	4	-3
O=C(Cn1nnc(-c2ccccc2)n1)N/N=C/c1cccc([N+](=O)[O-])c1	4	-1	-1	3	7	8	-6	-3	8
CC(=O)c1ccc(OCC(=O)N2CCCC2c2ccc3c(c2)OCCCO3)cc1 (configuration not stated)	x	x	12	4	13	x	0	6	x
CCOC(=O)c1c(C)[nH]c(C(=O)OCC(=O)Nc2cc(C)nn2-c2ccccc2)c1C	0	-2	-1	0	-1	10	3	-5	-7
CNC(=O)/C(C#N)=C/c1c(N(Cc2ccccc2)Cc2ccccc2)nc2c(C)cccn2c1=O	1	-3	-7	8	-4	2	2	4	-6
CCOC(=O)C(CC)(CC)C(=O)/C=C/c1cccc(Br)c1	3	3	7	-1	4	1	-4	-3	-2
CC(C)(O)[C@@H]1CC[C@@](C)(C2CC[C@]3(C)C2[C@H](O)CC2[C@@]4(C)CC[C@H](O)C(C)(C)C4[C@@H](O[C@H]4O[C@@H](CO)[C@H](O)[C@@H](O)[C@@H]4O[C@@H]4O[C@H](CO)[C@@H](O)[C@H](O)[C@H]4O)C[C@]23C)O1 (stereo in doubt)	x	x	1	1	7	x	2	2	x
Cn1cccc1/C=N/N1CCN(Cc2ccc(Cl)cc2)CC1	0	1	34	5	6	0	9	-5	-1
Cc1cccc(NC(=O)CCOc2ccccc2)c1C	5	1	-4	1	-4	-4	-2	-1	3
COc1cc(NC(=O)c2cc(OC)c(OC)c(OC)c2)ccc1NC(=O)c1cccs1	-1	-2	4	6	7	4	1	-3	0

Complete entries, quoted from the list. Values in the order: LYPLA2 inh	LYPLA1 inh	PREPL inh	pPAFAH inh	PAFAH1B3 FP inh	PME-1 primary	PAFAH1B2 inh	PAD4 FP inh	GSTO1 inh
Cn1cccc1/C=N/N1CCN(Cc2ccc(Cl)cc2)CC1 is listed as 0	1	34	5	6	0	9	-5	-1
CNC(=O)/C(C#N)=C/c1c(N(Cc2ccccc2)Cc2ccccc2)nc2c(C)cccn2c1=O is listed as 1	-3	-7	8	-4	2	2	4	-6
CC(=O)c1ccc(OCC(=O)N2CCCC2c2ccc3c(c2)OCCCO3)cc1 (configuration not stated) is listed as x	x	12	4	13	x	0	6	x

The list continues.
SMILES	LYPLA2 inh	LYPLA1 inh	PREPL inh	pPAFAH inh	PAFAH1B3 FP inh	PME-1 primary	PAFAH1B2 inh	PAD4 FP inh	GSTO1 inh
CCCCn1c(N)c(N(CCOC)C(=O)CSc2nc3ccc(C)cc3[nH]2)c(=O)[nH]c1=O	-1	-1	-2	2	14	-2	7	-2	2
CN(Cc1ccccc1)C(=O)CCC1CCN(C(=O)CCC(F)(F)F)CC1	-5	-1	19	-3	8	-9	11	1	2
COc1ccc(-c2cc(C(=O)N/N=C(\C)c3cccnc3)c3ccccc3n2)c(OC)c1	0	-1	15	1	-1	2	-1	2	10
Cc1cc(=O)n2nc(N3CCCC(C(=O)N4CCN(C)CC4)C3)sc2n1 (configuration not stated)	-1	-5	-1	3	5	-1	2	-6	6
CC(C)COc1ccc(C(=O)OCC(=O)NCCC2=CCCCC2)cc1	5	2	12	9	-3	-3	3	4	-2
Cc1cc(C)c(C(=O)N(CCN(C)C)CC2CCCN(Cc3ccccc3F)C2)o1 (configuration not stated)	-1	1	6	-5	5	-5	1	-5	-3
COc1ccccc1NC(=O)c1ccccc1S(=O)(=O)c1ccc([N+](=O)[O-])cc1	-4	-1	-3	5	0	1	7	0	2
CCN1CCN(Cc2nc3ccc([N+](=O)[O-])cc3c(=O)n2-c2ccc(OC)cc2OC)CC1	-2	-2	12	2	1	2	3	-3	-1
CCc1nnc(NC(=O)CSc2nnc(COc3ccccc3)n2-c2ccc(C)cc2)s1	-2	2	12	6	6	1	2	2	6
O=C(CSc1ccc2c(c1)OCCO2)Nc1ncc(Cl)cc1Cl	4	0	-3	4	2	5	3	1	1
COc1ccc(Cn2c(/C=C/c3ccccc3)nc3ccccc32)cc1	-9	-8	7	-2	-8	-1	-2	-4	-11
Cc1cc(C(=O)NC2CCCc3c2cnn3-c2cccc(C)c2C)no1 (configuration not stated)	2	1	0	-3	19	-4	5	-6	1
CO/N=C/C(C#N)=C/c1cc(C(=O)c2ccccc2)cn1C	4	9	-1	0	3	-1	10	1	-18
COc1cc2c(cc1OC)CN(C(=S)Nc1ccccc1Cl)CC2	11	-1	6	4	6	9	-1	-2	5
O=C(Cn1c(=O)oc2ccc(Cl)cc21)NC1CCCCC1	0	-5	7	2	-1	5	3	0	-3
O=C(Nc1cc(Cl)ccc1C(=O)O)c1ccc(CN2C(=O)c3ccccc3C2=O)cc1	-5	-3	-9	-16	-1	-14	3	-6	-25
OCC[C@H]1C[C@@H](O)[C@H](O)[C@]2(OCc3ccccc32)O1	-1	-2	5	3	17	1	-3	2	0
CN(CCc1ccccn1)C1CCCN(S(=O)(=O)c2ccccc2)C1 (configuration not stated)	-2	-7	8	3	-5	7	2	-1	3
Cc1noc(C)c1COc1ccc(C(=O)OCC(=O)Nc2c(C)n(C)n(-c3ccccc3)c2=O)cc1	-5	-1	7	9	-3	-2	-4	-5	-2
Cc1cc(=O)n2nc(N3CCC(C(=O)N4CCN(C)CC4)CC3)sc2n1	5	4	12	-1	7	-4	-2	-6	2
COc1ccc(/C=C(\NC(=O)c2ccccc2)C(=O)OCC2CCCN3CCCCC23)cc1OC (configuration not stated)	0	2	2	1	3	-6	3	7	5
O=C(CNC(=O)c1ccccc1Cl)N/N=C/c1ccc([N+](=O)[O-])s1	-2	-4	4	0	3	-2	2	-7	8
CCC[C@@H](O)c1cc2cc(OC)c(OC)cc2c(=O)o1	7	-1	7	-2	-5	-1	-4	2	x
CCOC(=O)N1CCN(c2c(N3CCN(c4cc(C)ccc4C)CC3)c(=O)c2=O)CC1	7	5	4	5	5	4	-1	3	3
O=C(NN1CCOCC1)c1cc(-c2ccc(Br)s2)nc2ccccc12	2	-2	-6	3	-1	2	0	0	-9
COc1ccc(OC)c(S(=O)(=O)ON2C(=O)c3ccccc3C2=O)c1	5	6	-14	2	2	1	1	-4	1
CC(=O)N(C(C)=O)n1c(/C=C/c2cccc([N+](=O)[O-])c2)nc2ccccc2c1=O	3	-1	21	-2	8	4	4	0	-8
Cc1ccc(Nc2nc(-c3cccnc3)cs2)cc1C	0	4	31	14	9	5	10	1	1
COc1ccc(C(=O)C2CCCN(C(=O)c3noc4c3CCCC4)C2)c(C)c1 (configuration not stated)	-3	1	12	-1	3	2	-2	0	0
Cc1ccc(NC(=O)COC(=O)C2(CC(=O)NC(C)(C)C)CCCC2)cc1C	x	x	28	3	9	x	2	-2	x
CCOC(=O)N1CCN(C(=O)C2CCN(S(=O)(=O)c3cc(Cl)ccc3Cl)CC2)CC1	5	2	23	0	0	18	7	-2	1
CCOC(=O)N1CCN(S(=O)(=O)c2ccc(OC)c(Cl)c2Cl)CC1	0	-1	-3	3	6	-4	11	1	-10
COCCCNc1nc2ccccc2nc1NS(=O)(=O)c1ccc(C)cc1	-1	2	-8	6	9	5	3	-1	-1
Cc1cc2occ(CC(=O)N(CCC(C)C)c3c(N)n(Cc4ccccc4)c(=O)[nH]c3=O)c2cc1C	-4	-1	13	-2	7	1	7	-2	-2
O=C(CN1CCCC1)NC1C2CC3CC(C2)CC1C3 (configuration not stated)	-2	3	9	6	0	0	3	7	-5
COC(=O)c1cn(CCOc2ccccc2F)c2ccccc12	4	2	-5	-1	2	3	1	-1	-4
Cc1ccc(S(=O)(=O)NCCC(c2ccccc2)c2ccco2)cc1 (configuration not stated)	7	-1	-6	10	1	-1	6	1	2
CCOC(=O)N1CCC(N2CCCC(CO)(Cc3cccc(Cl)c3)C2)CC1 (configuration not stated)	-3	0	8	8	3	2	7	0	1

These rows are one share of the data. The share of hits here may be higher or lower than overall.
